High-throughput results (PubChem BioAssay)
ZTA DNA inh = counter-screen for EBNA-1 inhibitors: inhibitors of Epstein-Barr virus ZTA; ZTA-DNA binding, fluorescence polarization; inhibition, % at 11 µM; hit rate 0.15% among 320,000; P03206; in the data active = inhibition above about 33%
PAFAH2 FP inh = PAFAH2 enzyme inhibitors, primary screen, biochemical, fluorescence polarization, human; hit rate 0.99% among 340,000; inhibition, % at 3.39 µM; AID 492956, 2010; recombinant PAFAH2, FP-rhodamine activity probe; Platelet-activating factor acetylhydrolase 2, cytoplasmic (Homo sapiens), Q99487;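 active = inhibition above the mean over all tested compounds plus 3 SD, cut at about 30% in these data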;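 note: inhibitors block probe labeling of enzyme so polarization drops; 0% = enzyme with DMSO and 100% = wells lacking PAFAH2 protein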
EBNA-1 inh = EBNA-1 DNA-binding inhibitors, primary screen, biochemical, fluorescence polarization. inhibition, % at 14.8 µM. hit rate 0.34% among 300,000. AID 1950, 2009; in the data active = inhibition above about 28%
LYPLA1 inh = LYPLA1 inhibitors, primary screen, counter-screen for PME1 inhibitor project, biochemical, fluorescence polarization, FP-Rh probe ABPP. Acyl-protein thioesterase 1 (Homo sapiens), O75608. inhibition, % at 5.9 µM. recombinant LYPLA1. hit rate 0.16% among 320,000;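 active = inhibition above the mean of all tested compounds plus 3 SD, set per campaign, cut at about 14% in these data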;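 note: inhibitors block serine hydrolase probe labeling of LYPLA1 so polarization falls; 0% = enzyme with DMSO and 100% = wells lacking LYPLA1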
pPAFAH FP inh = pPAFAH enzyme inhibitors, primary screen, biochemical, fluorescence polarization, human. recombinant pPAFAH, FP-rhodamine probe fluorescence polarization. inhibition, % at 3.39 µM. hit rate 1.5% among 330,000. AID 463082, 2010;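 active = inhibition above the mean inhibition across the screen plus 3 SD, cut at about 25% in these data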;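 note: inhibitors block binding of the rhodamine activity-based probe so polarization drops; 0% = enzyme with DMSO and 100% = wells lacking pPAFAH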
Target sequence (Q13093 whole entry, looked up): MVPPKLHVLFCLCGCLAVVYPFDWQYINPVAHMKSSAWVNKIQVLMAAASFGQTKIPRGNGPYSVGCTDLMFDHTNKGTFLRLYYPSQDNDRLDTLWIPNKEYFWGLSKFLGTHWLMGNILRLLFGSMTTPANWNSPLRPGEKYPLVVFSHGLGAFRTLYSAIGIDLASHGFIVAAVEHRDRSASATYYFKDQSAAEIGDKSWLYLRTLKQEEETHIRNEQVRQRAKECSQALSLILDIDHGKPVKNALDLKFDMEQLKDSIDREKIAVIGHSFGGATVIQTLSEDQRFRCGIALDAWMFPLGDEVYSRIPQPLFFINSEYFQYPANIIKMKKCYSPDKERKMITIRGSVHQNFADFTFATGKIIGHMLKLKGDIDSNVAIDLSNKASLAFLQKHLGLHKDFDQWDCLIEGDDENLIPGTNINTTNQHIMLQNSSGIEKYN
PAFAH1B3 inh = PAFAH1B3 enzyme inhibitors, primary screen, biochemical, fluorescence polarization, human; hit rate 0.28% among 340,000; Platelet-activating factor acetylhydrolase IB subunit alpha1 (Homo sapiens), Q15102; recombinant PAFAH1B3, FP-rhodamine probe; inhibition, % at 3.39 µM;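 active = inhibition above the screen-wide average of all tested compounds plus 3 SD, cut at about 25% in these data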;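 note: 0% = enzyme with DMSO only and 100% = wells lacking PAFAH1B3 protein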
Target sequence (Q15102 whole entry, looked up): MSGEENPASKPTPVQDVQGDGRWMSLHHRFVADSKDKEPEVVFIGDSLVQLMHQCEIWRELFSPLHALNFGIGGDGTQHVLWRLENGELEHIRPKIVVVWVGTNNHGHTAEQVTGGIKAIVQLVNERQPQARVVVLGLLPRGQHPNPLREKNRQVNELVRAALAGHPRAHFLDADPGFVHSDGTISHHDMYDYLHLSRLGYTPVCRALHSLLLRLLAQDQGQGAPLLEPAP
PAFAH1B2 FP inh = PAFAH1B2 enzyme inhibitors, primary screen, biochemical, fluorescence polarization, human; recombinant PAFAH1B2, FP-rhodamine activity probe; inhibition, % at 3.39 µM; AID 492953, 2010; hit rate 1.2% among 340,000; Platelet-activating factor acetylhydrolase IB subunit alpha2 (Homo sapiens), P68402;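 active = inhibition above the mean of all tested compounds plus 3 SD, cut at about 24% in these data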;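 note: 0% = enzyme with DMSO and 100% = wells lacking PAFAH1B2; many of its hits are not listed in these tables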
LYPLA2 inh = LYPLA2 inhibitors, primary screen, counter-screen for PME1 inhibitor project, biochemical, fluorescence polarization, FP-Rh probe ABPP; Acyl-protein thioesterase 2 (Homo sapiens), O95372; recombinant LYPLA2; hit rate 0.38% among 320,000; inhibition, % at 5.9 µM;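 active = inhibition above the screen-wide mean plus 3 SD, limit set per campaign, cut at about 26% in these data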;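 note: 0% = LYPLA2 with DMSO and 100% = wells lacking LYPLA2 enzyme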
Target sequence (O95372 whole entry, looked up): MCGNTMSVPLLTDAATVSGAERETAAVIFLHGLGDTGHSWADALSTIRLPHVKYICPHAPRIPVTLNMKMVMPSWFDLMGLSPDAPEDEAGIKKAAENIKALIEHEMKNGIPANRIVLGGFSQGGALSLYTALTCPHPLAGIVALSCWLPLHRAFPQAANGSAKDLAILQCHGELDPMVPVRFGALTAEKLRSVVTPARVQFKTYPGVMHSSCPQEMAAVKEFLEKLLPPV
PREPL inh = PREPL enzyme inhibitors, primary screen, biochemical, fluorescence polarization. Prolyl endopeptidase-like (Homo sapiens), Q4J6C6. hit rate 0.68% among 320,000. AID 2751, 2010. recombinant PREPL, fluorescence polarization activity-based probe. inhibition, % at 5.96 µM; in the data active = inhibition above about 43%;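 note: 0% = enzyme with DMSO and 100% = wells lacking enzyme; many of its hits are not listed in these tables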
Starred values were filed as active, the others as inactive; nt = no result given. Not all compounds are listed; rates above refer to the full screens.

SMILES	ZTA DNA inh	PAFAH2 FP inh	EBNA-1 inh	LYPLA1 inh	pPAFAH FP inh	PAFAH1B3 inh	PAFAH1B2 FP inh	LYPLA2 inh	PREPL inh
CC(C(=O)NNS(=O)(=O)c1cccc(C(F)(F)F)c1)n1nnc(N2CCOCC2)n1 (stereo unspecified)	-4	-2	-5	0	-5	6	7	-5	14
O=C(Oc1ccc2ccccc2c1)c1cncc(Br)c1	-15	-12	-6	1	3	8	3	1	3
COc1cccc(CN(C)C(=O)CN2C(=O)NC(c3ccccc3)(c3ccccc3)C2=O)c1	10	-4	nt	-3	5	5	-1	-3	-5
C=CCN1N=C(/C=C/c2ccc(OC)cc2)CCC1=O	1	-3	-2	-2	3	1	-1	-1	-4
COc1cc(CNCCSc2nnnn2C)cc(Br)c1OCc1ccc(F)cc1	-1	-1	10	2	10	-2	3	5	-52
COc1ccc(CCNC(=O)COC(=O)c2ccccc2NCCO)cc1OC	4	-3	6	-3	6	7	0	-4	-1
O=C(Cc1cccs1)N/N=C/c1ccccn1	-11	0	4	-1	-2	8	3	-1	-4
CCCn1c(=S)[nH]c2cc(C(=O)N3CCc4ccccc4C3)ccc2c1=O	-2	-4	5	3	-5	-4	-4	1	1
CCc1ccccc1NS(=O)(=O)c1ccc(OC)c2ncccc12	-5	13	1	0	2	-4	0	6	3
COc1cc(OC)cc(C(=O)NC(=S)NCCc2ccccc2)c1	6	1	17	-7	-3	6	2	-6	5
O=C(CN(c1ccccc1)S(=O)(=O)c1ccccc1)NCCSc1nc2ccccc2s1	-11	-1	1	-3	4	9	0	2	-18
COc1ccc(C(C)C)cc1S(=O)(=O)N1CCC(C(=O)NCC2CCCO2)CC1 (stereo unspecified)	14	9	12	-3	1	1	3	2	0
COc1ccc2cc3cc(C(=O)NC(C)C)oc3nc2c1	-8	0	-13	2	0	-4	1	3	-5
CC1C/C(=N\NC(N)=S)c2cc(Cl)ccc2S1 (stereo unspecified)	-8	nt	2	0	2	nt	nt	1	-1
COC(=O)c1c(NC(=O)C(=O)N2CCOCC2)sc2c1CCC2	-3	11	1	2	2	2	3	12	3
O=c1[nH]c(=O)n(Cc2ccccc2)c2nc(-c3ccco3)cc(C(F)(F)F)c12	-2	1	-12	-1	-5	8	-2	2	5
CCCC(=O)NC(=S)Nc1cccc(Cl)c1N1CCCC1	-8	-3	3	-4	1	4	-1	-9	12
Cc1ccc(OCCSc2nc3ncnc(N)c3[nH]2)cc1	-11	2	-7	0	1	0	20	1	10
COC(=O)c1ccc(CN2C(=O)NC3(CCC(C)CC3)C2=O)o1 (stereo unspecified)	-7	2	0	2	-1	-2	18	0	1
Cc1ccc(NC(=O)CCC(=O)NNC(=O)Cc2ccccc2)cc1C	-7	7	1	-3	2	9	9	-3	0
C=CCOC(=O)C1=C(C)NC(SCC(=O)Nc2ccccc2)=C(C#N)C1c1ccco1 (stereo unspecified)	-1	-4	-4	-4	0	4	2	-5	-8
O=C(Nc1ccc(F)cc1)c1cccnc1NCCc1ccccc1	-22	5	-8	-16	-9	5	1	-14	-4
CC(=O)c1ccc(OC(=O)C2CC(=O)N(c3cccc(C)c3)C2)cc1 (stereo unspecified)	3	0	2	-2	2	3	-4	-2	12
CCCOc1ccc(N2C(=O)CC(N(CCC)C(=O)CCC(=O)O)C2=O)cc1 (stereo unspecified)	-15	5	-18	-1	-5	4	3	0	-2
C[C@H](CO)N1C[C@H](C)[C@@H](CN(C)Cc2ccc(Cl)c(Cl)c2)Oc2ccc(NC(=O)Cn3cnnn3)cc2C1=O	nt	-5	nt	nt	-3	2	3	nt	34
O=C(C[C@@H]1C/C=C/CC[C@H](Cc2ccc(F)cc2)C(=O)O[C@H](c2ccccc2)CNC1=O)NCCO	nt	-6	nt	nt	6	-4	19	nt	1
COc1ccc(C(=O)NCC(c2ccco2)N(C)C)cc1S(=O)(=O)NCc1ccc(Cl)cc1 (stereo unspecified)	-4	6	nt	-1	3	-5	4	-4	4
CCC(=O)NC(=S)NNC(=O)COc1ccc(Br)cc1	13	-3	-3	3	14	0	-2	-3	13
COC(=O)Cc1ccc(O)c(N)c1	14	3	2	1	0	9	2	1	-4
Cc1nn(C)c(C(=O)N/N=C/c2ccncc2)c1Cl	0	7	8	1	7	5	6	1	-2
O=S(=O)(c1ccc(Cl)c(F)c1)N1CCC(c2nc(-c3ccncc3)no2)CC1	-2	4	2	-1	2	0	4	9	-1
CCCCn1c(N)c(N(CC(C)C)C(=O)C2CCN(C(=O)c3ccc(F)cc3)CC2)c(=O)[nH]c1=O	-11	3	-5	1	-3	4	-5	-4	7
O=C(NC1CC2CCCC(C1)N2Cc1cccs1)c1ccc([N+](=O)[O-])cc1 (stereo unspecified)	-4	nt	7	3	0	nt	nt	2	2
COCCN(C(=O)CSc1nnc(-c2ccccc2OC)o1)c1c(N)n(CC(C)C)c(=O)[nH]c1=O	-1	-3	-1	2	5	8	-2	0	-6
O=C(CCS(=O)(=O)c1ccccc1)Nc1nnc(C(F)(F)F)s1	-14	4	-2	0	5	9	1	4	-4
CC(=O)c1cccc(NC(=O)C2CCN(C(=O)c3ccc([N+](=O)[O-])cc3)CC2)c1	-5	-6	-4	0	-1	1	1	18	-2
CNC(=O)c1ccsc1NC(=O)c1ccccc1	1	4	5	-2	-1	-9	2	6	-9
CCc1sc(C(=O)N2CCN(c3ncccn3)CC2)cc1Br	5	6	0	1	2	0	1	-9	1
Cc1ccccc1S(=O)(=O)Cc1ccc(C(=O)NCc2cccnc2)o1	-7	3	8	0	-1	4	1	-4	-17
CCN(Cc1ccccc1)C(=O)c1ccc(Cl)cc1[N+](=O)[O-]	16	8	4	2	5	10	8	4	7

Arranged by heavy-atom count (largest number first): part of the list above.
SMILES	ZTA DNA inh	PAFAH2 FP inh	EBNA-1 inh	LYPLA1 inh	pPAFAH FP inh	PAFAH1B3 inh	PAFAH1B2 FP inh	LYPLA2 inh	PREPL inh
CCCCn1c(N)c(N(CC(C)C)C(=O)C2CCN(C(=O)c3ccc(F)cc3)CC2)c(=O)[nH]c1=O	-11	3	-5	1	-3	4	-5	-4	7
COc1ccc(C(=O)NCC(c2ccco2)N(C)C)cc1S(=O)(=O)NCc1ccc(Cl)cc1 (stereo unspecified)	-4	6	nt	-1	3	-5	4	-4	4
O=S(=O)(c1ccc(Cl)c(F)c1)N1CCC(c2nc(-c3ccncc3)no2)CC1	-2	4	2	-1	2	0	4	9	-1
O=C(NC1CC2CCCC(C1)N2Cc1cccs1)c1ccc([N+](=O)[O-])cc1 (stereo unspecified)	-4	nt	7	3	0	nt	nt	2	2
Cc1ccccc1S(=O)(=O)Cc1ccc(C(=O)NCc2cccnc2)o1	-7	3	8	0	-1	4	1	-4	-17
O=C(CCS(=O)(=O)c1ccccc1)Nc1nnc(C(F)(F)F)s1	-14	4	-2	0	5	9	1	4	-4
CCN(Cc1ccccc1)C(=O)c1ccc(Cl)cc1[N+](=O)[O-]	16	8	4	2	5	10	8	4	7
CCC(=O)NC(=S)NNC(=O)COc1ccc(Br)cc1	13	-3	-3	3	14	0	-2	-3	13
Cc1nn(C)c(C(=O)N/N=C/c2ccncc2)c1Cl	0	7	8	1	7	5	6	1	-2
CNC(=O)c1ccsc1NC(=O)c1ccccc1	1	4	5	-2	-1	-9	2	6	-9
COC(=O)Cc1ccc(O)c(N)c1	14	3	2	1	0	9	2	1	-4

(next part)
SMILES	ZTA DNA inh	PAFAH2 FP inh	EBNA-1 inh	LYPLA1 inh	pPAFAH FP inh	PAFAH1B3 inh	PAFAH1B2 FP inh	LYPLA2 inh	PREPL inh
COc1ccc(C)cc1NC(=O)CSc1nnc(COc2ccc(C)cc2)n1Cc1ccco1	6	-7	-1	-2	4	-5	3	-4	5
Cc1cc(C)cc(OCc2nnc(SCC(=O)Nc3ccccc3)o2)c1	20	7	3	-2	0	5	7	-1	-19
CCCS(=O)(=O)N1CCC(C(=O)NCCCN2CCC(Cc3ccccc3)CC2)CC1	-18	-1	0	2	3	5	5	5	19
CC(=O)NCC(=O)N(Cc1ccco1)C1(C(=O)NC2CCCCC2)CCCCC1	15	-14	11	2	1	-4	7	8	15
COc1ccc(-c2ccc(C#N)c(SCC(=O)Nc3sc4c(c3C#N)CCC4)n2)cc1OC	-6	-4	2	-3	13	14	17	2	-8
O=C(CN1CCN(C(=O)C2CCCO2)CC1)Nc1ccc(F)cc1 (stereo unspecified)	5	0	0	1	0	7	-5	2	15
CN(C)/C=N/c1ncc(C(=O)c2ccc(Cl)cc2Cl)s1	5	2	4	2	6	6	-1	1	8
C=C(C)CN(CC)C(=O)CN1C(=O)NC(C)(c2ccc3ccccc3c2)C1=O (stereo unspecified)	4	5	4	0	0	-2	4	-2	10
O=C(Nc1cc(Cl)ccc1-n1cncn1)c1ccc(F)c(S(=O)(=O)N2CCOCC2)c1	1	5	0	-4	0	3	2	2	-2
COc1cccc(C(C(=O)NC2CCCC2)N(C(=O)c2ccco2)c2ccc(-n3cnnn3)c(C)c2)c1OC (stereo unspecified)	-12	-5	-10	0	2	4	6	6	18
COc1ccc(C(=O)NNC(=O)c2ccccc2[N+](=O)[O-])cc1Br	6	-3	7	-1	1	-1	6	1	12
Cc1ccc(S(=O)(=O)NC(C(=O)N2CCOCCOCCOCC2)C(C)C)cc1 (stereo unspecified)	-18	-5	1	2	4	10	-1	-2	-3
CSc1ccc(C(=O)C2CCCN(C(=O)c3ccsc3)C2)cc1 (stereo unspecified)	-17	0	4	0	2	9	7	3	19
CCOc1ccc(NC(=O)c2ccco2)c([N+](=O)[O-])c1	-13	2	-4	-3	-5	7	-1	2	19
O=C(Nc1ncccn1)c1cc([N+](=O)[O-])cc([N+](=O)[O-])c1	3	3	0	1	1	7	-1	6	12
Cc1cc(C)cc(NC(=O)CCC(=O)Nc2cc(C)on2)c1	8	-6	3	2	0	-1	-2	8	15
CC(=O)Nc1ccn(Cc2c(F)cccc2Cl)n1	9	-5	-5	1	-2	3	4	1	4
CCC(=O)Nc1ccc(Cl)c(NC(=O)c2c(OC)cccc2OC)c1	-20	4	3	2	4	1	-1	9	8
CCCNC(=O)c1nnsc1Sc1ccc(Cl)cc1	-13	6	0	2	5	-2	4	15	11
NS(=O)(=O)c1ccc(CCNC(=O)COc2ccc3c4c(c(=O)oc3c2)CCC4)cc1	-10	6	4	4	1	3	0	9	5
